Assay outcomes: PubChem BioAssay, Broad Institute
CASP6 VEID inh: blocks human caspase-6 cleavage activity; inhibition, % at 12.5 µM; purified caspase-6, Z-VEID-R110 cleavage fluorescence; hit rate 0.53% among 350,000;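 active = mean inhibition across replicates at least about 35%, with every replicate also reaching that limit, limit read from the data; inconclusive = only one of the two criteria met; inactive = neither criterion met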;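 note: 0% = median of neutral control wells and 100% = no fluorescence left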
Target sequence (P55212 24-179 limits assumed): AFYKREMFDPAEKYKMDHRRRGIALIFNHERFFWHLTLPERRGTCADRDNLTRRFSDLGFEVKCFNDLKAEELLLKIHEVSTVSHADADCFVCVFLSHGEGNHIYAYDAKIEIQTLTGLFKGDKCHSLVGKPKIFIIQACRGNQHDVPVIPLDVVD
Target sequence (P55212 194-293 limits assumed): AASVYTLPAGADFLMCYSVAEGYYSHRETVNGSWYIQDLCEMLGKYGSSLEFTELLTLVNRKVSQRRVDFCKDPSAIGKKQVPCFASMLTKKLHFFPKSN
EWS-Fli inh: blocks EWS/Fli oncoprotein-driven transcription | AID 651661 | hit rate 0.67% among 350,000 | A673 NR0B1-luciferase reporter, viability-normalised | inhibition, % at 12.6 µM;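 active = mean inhibition of at least 50% after viability correction, with every replicate also passing that limit; inconclusive = mean reaches 50% but only one of two replicates passes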;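 note: firefly luciferase signal divided by Alamar Blue viability fluorescence both relative to DMSO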
PAX8 reporter: lowers PAX8-driven luciferase in RMG-I cells. RMG-I TPO-luciferase reporter, SteadyGlo, 24 h. inhibition, % at 12.6 µM. hit rate 1.2% among 360,000. AID 652154;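 active = mean replicate inhibition at least 60% with every replicate also reaching 60%; inconclusive = only one of the two criteria is met; inactive = mean below 60% and not all replicates reaching 60%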;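 note: luciferase light reporting Pax8 driven TPO promoter activity; plate controls were median of neutral control wells for no effect and mitoxantrone controls for full effect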
ARNT TACC3 PPI: ARNT/TACC3 interaction disruption; hit rate 0.66% among 390,000; inhibition, % at 9.99 µM; Q9Y6A5; AlphaScreen His-ARNT PAS-B/GST-TACC3 binding, luminescence; TACC3 fragment carries E629A point mutation;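 active = mean inhibition of replicates at least 50% and at least half of replicates each reaching 50%; inconclusive = half or more replicates reach 50% but mean below 50%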;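 note: 0% = complete ARNT plus TACC3 wells and 100% = ARNT alone without TACC3; many hits fall short of the cut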
SIRT5 inh: inhibitors of human sirtuin-5 desuccinylase; Q9NXA8; Purified SirT5, succinyl-peptide AMC, trypsin-coupled fluorescence; inhibition, % at 15 µM; hit rate 1.1% among 330,000; AID 652115; in the data active = inhibition above about 15%; inconclusive = no clear call, values can overlap the other calls
Target sequence (Q9NXA8 whole entry, looked up): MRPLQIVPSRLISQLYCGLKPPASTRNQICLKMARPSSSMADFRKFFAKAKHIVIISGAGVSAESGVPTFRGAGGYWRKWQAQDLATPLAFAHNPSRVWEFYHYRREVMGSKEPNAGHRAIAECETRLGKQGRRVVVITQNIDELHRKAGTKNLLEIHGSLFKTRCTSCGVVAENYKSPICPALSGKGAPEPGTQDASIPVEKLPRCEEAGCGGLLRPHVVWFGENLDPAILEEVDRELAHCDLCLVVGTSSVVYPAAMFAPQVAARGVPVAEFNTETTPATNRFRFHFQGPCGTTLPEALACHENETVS
DENV2 CPE rescue: protects cells from dengue virus 2 cytopathic effect | AID 651640 | hit rate 1.7% among 350,000 | CPE inhibition, % at 9.99 µM | DENV2-infected cells, cytopathic effect rescue, plate reader; in the data active = CPE inhibition above about 20%, passing the limit was not always enough; inconclusive = no clear call, values can overlap the other calls; tested in BHK-21 cells;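 note: 0% = median of neutral control wells and 100% = median of positive control wells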
LGR2 antag: blocks bursicon-induced cAMP signaling via Drosophila LGR2 | HEK293 LGR2, CRE-luciferase, bursicon-stimulated, 4 h | hit rate 0.35% among 380,000 | inhibition, % at 9.99 µM | AID 720647;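 active = drop in luminescence signal, shown as inhibition above about 50% in the replicate tests, limit read from the data, passing the limit was not always enough; inconclusive = probably only some replicates passing the limit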;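 note: agonist challenge used bursicon conditioned medium at about half maximal strength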
Active calls of the source: *; ? = inconclusive; . = not tested or not shown; & = joins results of further samples.

Below each SMILES: CASP6 VEID inh	EWS-Fli inh	PAX8 reporter	ARNT TACC3 PPI	SIRT5 inh	DENV2 CPE rescue	LGR2 antag
- Cn1c(=O)[nH]c(=O)c2c1nc(SCCO)n2Cc1ccccc1Cl
    -2	3	6	8	2	-1	-11
- CCS(=O)(=O)Nc1ccc2c(c1)C(=O)N(C)C[C@@H](OC)[C@H](C)CN(C(=O)C1CCC1)[C@H](C)CO2
    2	5	-6	-3	3	2	-3
- CCCCOc1ccc(CONS(=O)(=O)c2ccc(NC(C)=O)cc2)cc1Cl
    -1	8	-10	3	.	-8	6
- O=C(CCl)Nc1ccc(S(=O)(=O)Nc2nccs2)cc1
    23	-1	9	-5	3	12	-3
- CCC(c1nnc(SCC(=O)Nc2cc(S(C)(=O)=O)ccc2Cl)n1Cc1ccccc1)N(C)C (stereo not given)
    -132	-6	15	-5	2	3	-6
- COCCCNC(=S)N1CCC(C(=O)c2ccc3c(c2)OCCO3)CC1
    -2	7	9	-5	-2	0	-5
- COC(=O)c1sccc1S(=O)(=O)NCc1ccc(S(N)(=O)=O)cc1
    1	-7	-18	-2	-2	2	6
- Cc1ccc(-c2ccc3c(c2)O[C@@H](CN(C)Cc2ccncc2)[C@H](C)CN([C@@H](C)CO)S3(=O)=O)cc1
    -1	22	.	-30	-1	?	3
- Cc1ccc(/C=N/NC(=O)c2c(C)nc3ccc(Br)cn23)cc1
    1	32	7	-4	-6	-6	1
- Cc1cccc(NS(=O)(=O)c2ccc(C)c(C(=O)N(C)C)c2)c1
    0	-8	-10	3	-3	-8	-1
- COc1ccc(OC)c(NC(=O)CS(=O)(=O)c2cn(CC(=O)N3CCOCC3)c3ccccc23)c1
    5	3	9	-4	-3	-4	4
- CCN(Cc1ccc(OC)c(COC)c1)CC1CCCN(CCc2cccc(F)c2)C1 (stereo not given)
    -15	8	3	0	-1	14	7
- O=C(NCc1ccc(F)cc1)C1CCCN1C(=O)Nc1ccc(F)cc1 (stereo not given)
    1	3	1	3	-3	2	14
- CCOc1ccccc1C(=O)NC1CCN(CC(=O)Nc2cc(OC)ccc2OC)CC1
    0	12	-12	7	1	-3	15
- C=CCC1(CC=C)CCCN1C(=O)Cn1nnnc1CN(C)C(C)C
    4	0	-18	-10	3	2	-13
- O=[N+]([O-])c1cccc(-c2ccc(/C=N/n3c(-c4ccccc4)n[nH]c3=S)o2)c1
    -1	7	32	3	0	.	0
- CSCCC(NC(=O)C1CCCCC1)c1nc2ccccc2[nH]1 (stereo not given)
    5	1	-12	.	10	-1	18
- CCCCC(=O)Nc1cccc(-c2ccc3nncn3n2)c1
    0	-7	7	3	-2	4	-6
- CCOc1ccccc1NC(=O)CSc1nnc(CCC(=O)Nc2ccccc2F)n1C
    -3	.	.	-4	-1	1	-6
- COC(=O)c1c(NC(=O)CSc2nnnn2C)sc(C)c1C
    -6	.	.	-1	0	.	6
- C[C@@H]1C=CCCO[C@]12C(=O)N(CC1CC1)c1cccc(Br)c12
    1	-3	-11	.	1	-1	-5
- COCCNc1ccc(-c2nn(C)c(=O)c3ccccc23)cc1[N+](=O)[O-]
    4	6	18	-3	1	8	3
- C[C@@H]1CN([C@H](C)CO)C(=O)c2cccc(NS(=O)(=O)c3cccs3)c2O[C@@H]1CN(C)CC1CCCCC1
    1	2	1	0	4	2	9
- C[C@H](CO)N1C[C@H](C)[C@@H](CN(C)C(=O)c2ccccn2)Oc2ncc(-c3ccccc3F)cc2C1=O
    1	6	.	-3	0	21*	-6
- CS(=O)(=O)c1ccc(-c2nnn(CC(=O)N3CCCCC3)n2)cc1
    -3	3	8	1	4	-4	2
- CCCNC(=O)[C@@H]1[C@@H](CO)[C@@H]2Cn3c(ccc(-c4ccc(F)cc4)c3=O)[C@H]1N2CCC
    1	7	.	-5	-9	-2	-2
- CC1CN(S(=O)(=O)c2cccc(C(=O)Nc3ccccc3N3CCCCC3)c2)CC(C)O1 (stereo not given)
    0	28	32	-5	0	-5	-12
- COC(=O)c1ccc(C)c(NC(=O)Cc2coc3cc(OC)ccc23)c1
    4	2	.	28	4	3	0
- CN(C(=O)COC(=O)c1ccc2c(c1)OCCO2)c1ccccc1
    2	4	16	-12	2	8	-18
- CN(C)c1ncnc2[nH]ncc12
    4	-12	4	-15	1	1	16
- O=C(c1cc(Cl)ccc1F)N1CCCC(Nc2ccc3c(c2)OCCO3)C1 (stereo not given)
    -2	.	10	5	-1	-3	0
- COc1ccc(CCC(=O)N/N=C(\C)c2ccc3c(c2)OCO3)cc1
    3	-4	-12	-32	-3	-1	22
- Cc1cc(C)nc(NS(=O)(=O)c2ccc(NC(=O)c3ccccc3[N+](=O)[O-])cc2)n1
    0	-5	8	3	-5	5	-10
- COc1cc(C(=O)Nc2ccc3oc(-c4cccnc4)nc3c2)cc(OC)c1OC
    -4	-7	-16	1	1	6	16
- C[C@H](CO)N1C[C@H](C)[C@H](CN(C)Cc2cccc(C(F)(F)F)c2)OCc2ccccc2-c2c(n(C)c3ccccc23)C1=O
    1&1	-4&-7	5	.	-6&4	15&-26	-9
- COc1cccc(N2CCN(S(=O)(=O)c3ccc4c(c3)N(C(C)=O)CCO4)CC2)c1
    7	14	23	2	0	-1	-1
- COC(=O)c1ccc(C(=O)N=c2sccn2C)cc1
    0	-101	-183	5	-3	3	-41
- C[C@@H]1CN([C@H](C)CO)C(=O)Cc2cc(NC(=O)Nc3ccc(C(F)(F)F)cc3)ccc2O[C@H]1CN(C)Cc1ccc(C(=O)O)cc1
    5	-8	-16	-7	5	24*	-15
- CCC[C@@H](CN1CCC[C@H]1CN1C(N)=NC[C@H]1C(C)C)N1C[C@@H](Cc2ccccc2)N(CCCC2CCCC2)C1=N
    -18	-3	-4	7	-5	8	-11
- Cc1ccc(S(=O)(=O)N(C)C[C@H]2Oc3ccc(NS(=O)(=O)c4cccs4)cc3CC(=O)N([C@H](C)CO)C[C@H]2C)cc1
    1	4	13	-7	3	0	9
- CC1(C)CCC(=O)N2CC[C@H]3C[C@H](OC(=O)Nc4ccccc4)C[C@@H]1[C@H]32
    0	-135	-138	3	.	-8	-34
- Cc1ccc(NC(=Nc2ccc(Br)cc2)N2CCOCC2)cc1C
    -1	-4	-29	7	2	-5	7
- COC(=O)CCc1c(C)c(C(=O)c2cc(F)c(F)c(F)c2F)c2ccccn12
    62*	-5	-7	-32	-16	0	17
- CC(=O)c1c[nH]c(C(=O)Nc2ccc(N3CCCCCC3)cc2)c1
    1	22	-2	4	-3	3	-32
- COc1ccccc1NC(=O)c1ccc2c(c1)nnn2C
    -2	-7	9	16	-3	-6	.
- Cc1cc(Cl)c2oc(C(=O)N3CCN(C4CCS(=O)(=O)C4)CC3)c(C)c2c1 (stereo not given)
    -1	.	19	-15	-4	-1	-11
- Cc1cccc(CN2CCN(C3CN(Cc4cn(Cc5ccccc5F)nn4)S(=O)(=O)C3)CC2)c1 (stereo not given)
    0	-1	-2	.	0	-5	-4
- CCOCC(=O)Nc1cc(-c2cn3cccnc3n2)ccc1C
    2	-4	.	-1	-76	-8	0
- Cc1onc(-c2ccccc2)c1C(=O)N/N=C/c1ccc([N+](=O)[O-])c(O)c1
    7	4	2	11	4	8	-2
- CC(=O)c1nn(-c2ccccc2)cc1C(=O)c1cccc(Br)c1
    .	-3	-25	-6	1	-2	0

More structures
Below each SMILES: CASP6 VEID inh	EWS-Fli inh	PAX8 reporter	ARNT TACC3 PPI	SIRT5 inh	DENV2 CPE rescue	LGR2 antag
- O=C(C[C@@H]1CC[C@@H]2[C@H](COC[C@@H](O)CN2Cc2ccncc2)O1)NCc1ccccc1Cl
    .	.	.	3	.	-2	-3
- C[C@@H](NC(=O)C[C@H]1CC[C@H](NC(=O)C2CC2)[C@@H](CO)O1)c1ccccc1
    0	7	-2	7	17*	-4	-2
- C/C(=C\C(=O)C(F)(F)F)Nc1ccc(C)cc1
    1	0	-17	-9	-6	-1	-4
- COc1ccc(NC(=O)C2CCCC2)cn1
    -2	-1	-7	.	-1	-3	-1
- COc1ccccc1CNC(=O)C[C@H]1CC[C@@H]2[C@H](COc3ccc(NC(=O)Nc4ccc(F)c(F)c4)cc3C(=O)N2C)O1
    .	-8	24	.	-3	-3	0
- COc1ccccc1NC(=O)CSc1nccc(-c2ccco2)n1
    -1	-17	-9	0	0	-5	13
- COC(=O)N/N=C/c1cn(CCOc2ccccc2OC)c2ccccc12
    2	0	7	12	3	4	10
- Cc1ccccc1Nc1ncc(C#N)c(N)n1
    -2	-19	-26	.	-10	-6	11
- C[C@@H]1CCCCO[C@@H](CN(C)C(=O)Nc2cccc3ccccc23)[C@@H](C)CN([C@H](C)CO)C(=O)c2cc(NC(=O)Nc3cccc4ccccc34)ccc2O1
    1	4	-14	4	8	6	3
- COc1ccc(C(C)(C)C)cc1NC(=O)CN(C)C1=NS(=O)(=O)c2ccccc21
    -2	2	3	.	.	-3	-9
- C[C@H]1CN([C@@H](C)CO)C(=O)c2cccc(NC(=O)C3CCCCC3)c2O[C@H]1CN(C)Cc1ccc2c(c1)OCO2
    -1	-1	-8	5	2	23*	4
- COc1cc(S(=O)(=O)N(C)C2CCCCC2)c(C)cc1C
    -5	13	16	-12	-2	18	5
- CC(=O)Oc1ccccc1C(=O)O
    13	-3	7	-3	-7	-2	6
- Cc1nn2c(nc1=O)NNC2(C)C(C)(C)C (stereo not given)
    -2	5	4	64*	5	-11	2
- CN(C)C(=O)C[C@H]1CC[C@H]2[C@@H](COC[C@@H](O)CN2CC2CCCCC2)O1
    2	-1	0	-3	-1	7	13
- Cc1cccc(NC(=O)Cn2cnc3c(oc4nc5c(cc43)COC(C)(C)C5)c2=O)c1
    -3	-11	-9	3	-4	2	3
- CC1CCN(CCOc2ccc(OCc3ccccc3)cc2)CC1
    -2	-22	118*	6	.	36*	-19
- COc1ccc(CN2CCC3CC2c2cc(Cl)ccc23)cc1 (stereo not given)
    -4	2	8	6	-4	3	10
- CCC(C(=O)NC(C)(C)C)N(Cc1ccccc1Cl)C(=O)c1snc(C(N)=O)c1N (stereo not given)
    2	3	14	-8	-5	0	5
- O=C(c1cc(COc2ccc3ncccc3c2)on1)N1CCCC1
    -7	-29	-12	-10	-1	1	6
- O=C(CC1C(=O)NCCN1C(=O)c1ccccc1)Nc1cc(Cl)ccc1Cl (stereo not given)
    1	.	-10	0	3	1	-8
- O=C(O)c1cc(N2CCOCC2)nc2ccccc12
    -1	-3	-30	-4	-8	-3	-4
- O=C(COC(=O)c1c(Cl)cccc1Cl)Nc1ccccc1Br
    -2	-3	-85	-11	-2	-5	-11
- O=C(Nc1ccccc1)c1sc(Cl)nc1-c1ccccc1
    .	.	12	0	.	.	-5
- Cc1cc(NS(=O)(=O)c2cc(Cl)sc2Cl)no1
    2	0	6	-4	0	7	-14
- Cc1ccccc1OCCn1cc(C(=O)C(=O)N2CCOCC2)c2ccccc21
    -1	36	13	-4	-2	0	-6
- C[C@H](CO)N1C[C@H](C)[C@@H](CN(C)Cc2ccc(-c3ccccc3)cc2)Oc2ccc(NS(=O)(=O)c3ccc(Cl)cc3)cc2CC1=O
    .	13	41	.	.	.	6
- CC(=O)Nc1ccc(C2=NNC(=NCC3CCCO3)SC2)cc1 (stereo not given)
    8	-6	.	8	5	2	.
- CC(C)CCN1C(=O)c2ccc(C(=O)Nc3ccc(Br)cc3C(=O)O)cc2C1=O
    16	5	29	1	-2	6	-3
- CC(C)C(=O)NC(c1ccccc1)c1cc([N+](=O)[O-])c2cccnc2c1O (stereo not given)
    8	13	.	0	1	-1	22
- CCN(CC)c1nc2c(c(=O)n(C)c(=O)n2C)n1CC(=O)c1ccccc1
    0	9	20	-5	-4	0	9
